Screening results deposited in PubChem BioAssay by National Center for Advancing Translational Sciences (NCATS).
aSyn yeast rescue = rescues yeast growth from alpha-synuclein toxicity | S. cerevisiae alpha-synuclein toxicity rescue, BacTiter-Glo growth, 24 h | Potency, µM (highest dose often 46.1 µM), inactives show at the highest dose growth rescue (activation), most hits filed as activators | 94,000 compounds, 0.02% hits | AID 1347070; active = well fitted activation curve with a large enough effect; inconclusive = small, poorly fitted or top-dose-only effect; also: 0% is about no effect
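Growth restoration measured by BacTiter-Glo luminescence after 24 hr at 30 deg C; alpha-synuclein yeast, raffinose-pregrown to mid-log, were added at OD600=0.02 in galactose medium onto pinned compounds.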
Starred values were filed as active, the others as inactive; ? = inconclusive; & = joins results of further samples; [ ] = remark or other dose. Potency is read from the fitted curve at half-maximal effect.

structure | aSyn yeast rescue
CCOC(=O)C(C)Sc1nc(=O)n2cc(C)ccc2n1 (stereo unspecified) | 7.8%
COC(=O)c1sc(N2C(=O)c3oc4ccccc4c(=O)c3C2c2ccc(O)cc2)nc1C (stereo unspecified) | 4.7%
COc1ccc(CN(C)C(=O)Cc2ccc(OC)c(S(=O)(=O)N3CCOCC3)c2)cc1 | -6.9%
CCOC(=O)N1CCc2c(sc(NC(=O)c3ccc(S(=O)(=O)N4CCCC4)cc3)c2C#N)C1 | -0.6%
CC(NC(=O)c1cccnc1)C(c1cccs1)N1CCN(C)CC1 (stereo unspecified) | 2.0%
N#Cc1cccc(CSc2ncnc(N)n2)c1 | -5.3%
O=C(c1cccc(Cl)c1)N1CCN(CCc2ccncc2)CC1 | -4.6%
CCC(C)(C)NC(=O)C(c1ccc(OC)cc1)N(C(=O)CCC(=O)Nc1cc(C)on1)c1ccccc1F (stereo unspecified) | 2.3%

Additional entries.
structure | aSyn yeast rescue
COc1cc2c(C(=O)Nc3cc(OC)c(OC)c(OC)c3)cn(C)c(=O)c2cc1OC | 4.6%
COc1ccc(Br)cc1CNC(=O)c1cc2n(n1)CCCN(Cc1ccc(C)cc1)C2=O | 17.6%
Cc1cc(O)c(C(c2ccccc2)N2CCC(C)CC2)c(=O)n1Cc1ccco1 (stereo unspecified) | -4.1%
O=C(COc1ncnc2ccccc12)Nc1cc(S(=O)(=O)N2CCOCC2)ccc1Cl | 6.6%
Cc1nnc(NC(=O)CSc2cn(Cc3ccccc3)c3ccccc23)s1 | -10.4%
CCCCN(CC)C(=O)C1CCCN(c2ncnc3onc(C)c23)C1 (stereo unspecified) | 6.3%
CCc1ccc2oc(C(=O)Nc3nc(-c4ccc(F)cc4)ns3)c(C)c2c1 | -14.1%
Cc1ccc(S(=O)(=O)NCCc2nnc3ccc(SCc4ccccc4F)nn23)cc1 | 5.7%

(list continues)
structure | aSyn yeast rescue
CC1CCCN(C(=O)c2cn(-c3ccccc3)nc2-c2cccnc2)C1 (stereo unspecified) | 6.1%
CCN1CCN(C(c2cccc(Cl)c2)c2c(O)cc(C)n(CCOC)c2=O)CC1 (stereo unspecified) | -1.1%
Fc1ccc(-c2nc3ccc(Br)cn3c2Cc2ccccc2)cc1 | -3.4%
O=C(NCc1ccc2c(c1)OCO2)c1cccc2c1C(=O)N(C1CCCCC1)C2 | 1.0%
C=CCn1c(CCSCc2ccccc2)n[nH]c1=S | -4.6%
CCOC(=O)c1ccc(NC(=O)CCc2c(C)nc3c(c(C)nn3-c3ccccc3)c2C)cc1 | 2.1%
CN(C)S(=O)(=O)c1ccc(C(=O)NCCS(=O)(=O)N2CCN(c3ccccc3)CC2)cc1 | -10.8%
COc1ccc(NC(=O)CN(C)S(=O)(=O)c2ccc3nc(C)sc3c2)cc1 | -9.4%

Carrying on:
structure | aSyn yeast rescue
COc1cc(/C=C(\C#N)c2nc3ccccc3[nH]2)ccc1OCc1ccc(F)cc1 | -24.0%
CC(C)c1nc2c(c(=O)n(C)c(=O)n2C)n1C | 11.4%
COc1ccc(NC(=O)CSc2nc3ccccc3n2CC(=O)Nc2cccc(C)c2C)cc1 | 2.5%
COc1ccc(CCNC(=O)Cn2c(=O)nc(-c3ccccc3)c3cc(Cl)ccc32)cc1OC | -6.8%
CCn1c(SCC(=O)NC2CCCC2)nnc1-c1c[nH]c2ccccc12 | 2.1%
CCCC(=O)OC1=C(C(C)=O)N(Cc2ccccc2)S(=O)(=O)c2ccccc21 | ?
O=C(O)C(=O)Nc1ncn[nH]1 | -3.5%
Cc1ccc2[nH]c(CSc3nnc(NC(=O)COc4ccccc4Cl)s3)cc(=O)c2c1 | -7.6%

The results go on:
structure | aSyn yeast rescue
CCOC(=O)c1ccc2ncc(C(=O)OCC)c(NCCc3ccc(OC)c(OC)c3)c2c1 | 2.7%
CCc1ccc(CNC(=O)c2ccc(CSc3nc4ccncc4n3Cc3ccc(OC)cc3)cc2)cc1 | -11.7%
Cc1ccc(CNC(=O)CSCc2ccc(F)cc2)cc1 | 12.8%
Cc1ccc(OCCn2cnc3ccccc3c2=O)c([N+](=O)[O-])c1 | 5.5%
COc1cccc(CNC(=O)c2ccc3c(c2)nc2n3CCC(C)C2)c1 (stereo unspecified) | -9.4%
COc1ccc(S(=O)(=O)N(CC(=O)NCc2ccncc2)c2ccc(C)cc2)cc1OC | 1.7%
CCOC(=O)CSc1nc(C(C)(C)C)nc2ccccc12 | 2.1%
CCCCC(=O)Nc1nnnn1CCC | 0.5%

Some of the entries above in another layout:
> CCOC(=O)c1ccc2ncc(C(=O)OCC)c(NCCc3ccc(OC)c(OC)c3)c2c1
- aSyn yeast rescue = 2.7%

> Cc1ccc(OCCn2cnc3ccccc3c2=O)c([N+](=O)[O-])c1
- aSyn yeast rescue = 5.5%

> COc1ccc(S(=O)(=O)N(CC(=O)NCc2ccncc2)c2ccc(C)cc2)cc1OC
- aSyn yeast rescue = 1.7%

Continuation:
structure | aSyn yeast rescue
CCOc1ccc(NC(=S)N2CCCN(Cc3cccc(Cl)c3)C2)cc1 | 8.6%
Cc1ccccc1OCC(=O)N(CC(C)C)c1c(N)n(CC(C)C)c(=O)[nH]c1=O | -6.3%
CCOc1ccccc1CNC(=O)c1cc2oc3ccccc3c2n1CC | 2.0%
Cc1c(N/C=C(\Cl)C(=O)C(F)(F)F)c(=O)n(-c2ccccc2)n1C | -1.3%
Cc1ccc2c(c1)N(C(=O)CCC(=O)NCc1cccs1)CCO2 | 0.8%
Cc1ccc(N2C(=O)CS(=O)(=O)C23C(=O)N(Cc2ccccc2F)c2ccccc23)cc1Cl (stereo unspecified) | 9.8%
CCOC(=O)c1c(Nc2ccc(OC)cc2)nnc(-c2ccccc2)c1-c1ccccc1 | -4.5%
COc1ccc(C(=O)NCCn2cc(SCC(=O)Nc3ccc4c(c3)OCCO4)c3ccccc32)cc1OC | -7.2%

Compounds above containing bromine, in the order listed:
structure | aSyn yeast rescue
COc1ccc(Br)cc1CNC(=O)c1cc2n(n1)CCCN(Cc1ccc(C)cc1)C2=O | 17.6%
Fc1ccc(-c2nc3ccc(Br)cn3c2Cc2ccccc2)cc1 | -3.4%

Additional structures follow:
SMILES,aSyn yeast rescue
COc1cc(OC)cc(C(=O)Nc2ccc(S(=O)(=O)Nc3ccccn3)cc2)c1,1.2%
C/C(=N\NC(=O)c1nnn(-c2nonc2N)c1C)c1ccc(-c2ccccc2)cc1,5.4%
CCCCN(C)c1nnc(NC(=O)Nc2cccc(C(C)=O)c2)s1,-1.5%
CCCN1CCN(c2nnc(-n3cccc3C(=O)Nc3cc(Cl)ccc3C)s2)CC1,2.1%
CSc1ccc(C2CC(=O)Oc3c2c(=O)n(C)c2ccccc32)cc1 (stereo unspecified),8.7%
Cc1ccc(NC(=O)CSc2nc(=O)n(CCN3CCOCC3)c3c2CCC3)cc1Cl,-1.1%
CCc1nc2sc(C(=O)O)c(N)c2c2c1CCCC2,0.4%
Cc1nc2c(c(C)c1CCC(=O)Nc1ccc(F)cc1)c(=O)n(C)c(=O)n2C,-2.3%
O=C(NCc1ccccc1F)C1CCN(S(=O)(=O)c2ccccc2)CC1,-12.2%
Cc1nnc2n(-c3ccccc3)c(=O)c3ccccc3n12,-5.1%
CCCC12CN3CC(CCC)(CN(C1)C3c1c[nH]c3ccccc13)C2=O (stereo unspecified),-6.1%
COc1ccc2[nH]c3c(=S)nc[nH]c3c2c1,-1.4%
CCc1ccccc1NC(=O)CCCN1C(=O)COc2ccc(C)cc21,2.6%
Nc1nc2nccc(-c3cccnc3)n2n1,0.6%
CCCN(Cc1cc2cc(C)ccc2[nH]c1=O)C(=O)c1cccc([N+](=O)[O-])c1,-0.1%
CC(C)COc1ccc(-c2nonc2NC(=O)c2ccc(F)cc2)cc1,-7.3%
C[C@H](NC(=O)c1ccccc1Cl)C(=O)NCCc1ccc(S(N)(=O)=O)cc1,-2.0%
O=C(C1=C(O)C(=O)N(CCc2ccccc2)C1c1ccncc1)c1cc2ccccc2o1 (stereo unspecified),1.8%
CC(=O)N1c2ccc(S(=O)(=O)NCC3CCC(C(=O)Nc4cccc(C)c4)CC3)cc2CC1C (stereo unspecified),4.2%
COc1cccc(-c2nn(-c3ccccc3)cc2CNC(C)Cn2cncn2)c1 (stereo unspecified),12.8%
COc1ccc(C)cc1NS(=O)(=O)c1cnc(N)nc1,4.2%
CS(=O)(=O)c1ccc2nc(NC(=O)c3ccc(N4C(=O)CCC4=O)cc3)sc2c1,-2.0%
Cc1cc(NC(=O)NC2CC(=O)N(c3ccc4c(c3)OCCO4)C2)no1 (stereo unspecified),5.6%
CCOc1cc(CNC(=O)c2ccc(Cn3c(=O)c4cccn4c4cccnc43)cc2)ccc1OC,2.8%
Cc1ccc(C)c(NC(=O)c2cc(S(=O)(=O)N3CCOCC3)cn2C)c1,-9.2%

Copied from the results shown, two compounds:
SMILES,aSyn yeast rescue
COc1cc(OC)cc(C(=O)Nc2ccc(S(=O)(=O)Nc3ccccn3)cc2)c1,1.2%
C/C(=N\NC(=O)c1nnn(-c2nonc2N)c1C)c1ccc(-c2ccccc2)cc1,5.4%

New compounds follow:
SMILES,aSyn yeast rescue
CCOc1ccc(C(=O)NCCS(=O)(=O)N2CCN(c3cccc(Cl)c3)CC2)cc1,-7.6%
CCCCN(C(C)=O)c1ccc2c(c1)C1CC2CCN1Cc1ccccc1 (stereo unspecified),-7.7%
COc1ccccc1OCC(=O)Nc1ccc2c(c1)OCO2,-5.0%
COC(=O)c1nc2n(n1)C(c1cc(OC)ccc1OC)C=C(c1ccc(Br)cc1)N2 (stereo unspecified),11.4%
Cc1c(Cl)cccc1NC(=O)CC(c1cccs1)N1Cc2ccccc2C1=O (stereo unspecified),1.3%
CC(Sc1nnnn1-c1ccc(O)cc1)c1nc2ccccc2c(=O)[nH]1 (stereo unspecified),-7.9%
Cc1ccc(S(=O)(=O)N2CCCC2C(=O)Nc2ccc(O)cc2)cc1 (stereo unspecified),-1.2%
O=C(COC(=O)/C=C/c1cccc(F)c1)NCc1ccc2c(c1)OCO2,2.4%
COc1ccc(CNC(=O)Cn2nc([N+](=O)[O-])c(Br)c2C)cc1OC,4.2%
CCOC(=O)Cn1c(=O)oc2cc(S(=O)(=O)N3CCN(c4ccc(C(C)=O)cc4)CC3)ccc21,-3.7%
COc1ccc(-c2nnn(CC(=O)N(CCO)C(C(=O)NC3CCCC3)c3ccncc3)n2)cc1 (stereo unspecified),-14.3%
CCCCn1c(CNC(=O)C23CC4CC(CC(C4)C2)C3)nnc1SCC(=O)Nc1ccc(F)cc1,2.2%
CCOc1ccccc1NC(=O)Cn1c(=O)n(CCCCC(=O)NCCCOC)c(=O)c2ccccc21,-9.9%
Cc1cccc(NC(=O)CN(C)S(=O)(=O)c2cnc[nH]2)c1C,-0.9%&-1.9%
Cc1nc2cccnc2n1C1CCN(C(=O)Nc2ccccc2)CC1,2.7%
O=C(Cn1c(=O)oc2cc(S(=O)(=O)NCc3ccccc3)ccc21)NCc1ccc(F)cc1,-0.1%
COc1ccccc1N(CC(O)Cn1ccnc1C)S(=O)(=O)c1ccccc1 (stereo unspecified),-38.3%[inhibitor]
O=C(Nc1ccccc1-c1nc2ccccc2s1)c1ccc(F)cc1,0.5%
COc1ccc(CN(C)C(=O)CCN2C(=O)c3ccccc3C2=O)c(OC)c1OC,5.1%
O=C(CSc1ccccn1)C12CC3CC(CC(C3)C1)C2,-3.0%
CCOc1ccc(C2C(=O)N(C3CCCCC3)CC(=O)N2Cc2ccccc2OC)cc1OC (stereo unspecified),3.5%
COc1ccc(NC(=O)C2CCCN(S(=O)(=O)c3ccc(Br)s3)C2)cc1 (stereo unspecified),-4.1%
Cc1ccc(-n2nc(C(=O)N3CCN(c4cc(C)ccc4C)CC3)c3c4ccccc4n(C)c3c2=O)cc1,-14.0%
COc1cccc(CNC(=O)N2CCN(c3ccccc3C)CC2)c1,5.8%
CC1CN(C(=O)COC(=O)c2cc(Cl)ccc2Cl)CC(C)O1 (stereo unspecified),0.5%

(listing goes on)
SMILES,aSyn yeast rescue
COc1ccc(-c2cc(=O)c3ccccc3o2)cc1,-1.6%
COc1cccc2cc(-c3nc4ccccc4o3)c(=O)oc12,25.8%
CCOC(=O)c1noc2ncnc(N3CCN(c4cccc(C(F)(F)F)c4)CC3)c12,-3.3%
Cc1cc(C)c(NC(=O)CNC(=O)c2cc(C3CC3)nc3c2cnn3C(C)C)c(C)c1,0.8%
CCOC(=O)c1cccc(NC(=O)CCS(=O)(=O)c2ccc(Br)s2)c1,3.3%
Cc1cccc(NC(=O)c2oc3ccccc3c2NC(=O)Cc2coc3c(C)c(C)ccc23)c1,7.3%
COc1cc(/C=C/c2nc3cc(Cl)ccc3c(=O)n2-c2ccc(C)cc2C)cc(OC)c1OC,5.7%
Cc1ccc2nc(NC(=O)c3ccc(S(=O)(=O)N4CCC(C)CC4)cc3)sc2c1,2.4%
COc1cc(NC(=O)CSc2nccc(=O)[nH]2)c(C)cc1[N+](=O)[O-],-1.1%
O=C(O)/C=C/C(=O)Nc1ccc2nccnc2c1,8.4%
c1ccc2c(c1)-c1nc3ccccc3cc1C2N1CCCCC1 (stereo unspecified),0.8%
CCOC(=O)c1ccc(NC(=O)CSc2nncn2-c2cccnc2)cc1,3.8%
COc1ccccc1NC(=O)c1cc2ccc3cccnc3c2[nH]1,-8.6%
CN(C)C(=N)c1n[nH]nc1SCc1ccccc1,-6.9%
COc1ccc(-c2nc3sc(CCNC(=O)Cc4ccc(F)cc4)c(C)n3n2)cc1,12.8%
CCOc1ccc(CCNC(=O)CCc2c(C)nc3c(c(C)nn3-c3ccc(C)c(C)c3)c2C)cc1,-1.1%
CC1CCCCN1Cc1nc2c(c(=O)n(C)c(=O)n2C)n1Cc1ccc(Br)cc1 (stereo unspecified),4.9%
Cc1cccc(Oc2ccc(NC(=O)c3ccccc3C(=O)O)cc2)c1C,18.8%
CC(C)[C@H](NC(=O)c1ccccc1)C(=O)OCc1nnc(-c2ccccc2)o1,4.9%
CN1C(=O)S/C(=C/c2ccccc2OCc2ccc(C(=O)O)cc2)C1=O,-0.6%

An excerpt. The share of hits here may be higher or lower than overall.
